High-throughput results as filed in PubChem.
Pol III holo inh = inhibitors of bacterial DNA polymerase III holoenzyme | reconstituted DNA polymerase III holoenzyme replication, biochemical | Potency, µM (series often up to 57.1 µM), for inactives: at the top dose activity change, negative = inhibition | 71,000 compounds, 0.25% hits | AID 603; further: potency means the concentration at half of the fitted maximal effect; on the % scale 0 is the no-effect control and ±100 the full control effect
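Reconstituted *E. coli* holoenzyme (0.35 nM Pol III, 1 nM beta, 154 nM SSB, 2 nM primase) was preincubated with compound for 15 min at RT. Synthesis on 1.4 nM ssM13Gori ran 35 min, then was stopped with PicoGreen/EDTA and read as dsDNA fluorescence.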
Tau filament bind = binds recombinant human tau filaments. P10636. recombinant tau filaments, thioflavin S fluorescence, 15 h; filaments grown with octadecylsulfate alongside compound. Potency, µM (doses to about 57.1 µM), for the others: at the highest dose activity change, negative = inhibition. 71,000 compounds, 2% hits. AID 596;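 further: potency means the concentration at half of the fitted maximal effect; on the % scale 0 is the no-effect control and ±100 the full control effect; actives lower thioflavin S fluorescence by blocking filaments or displacing dye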
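Tau 2 uM in ThS buffer dispensed; compound added; 60 uM ODS added (finals 1 uM tau, 30 uM ODS); 15 h 37 C; fluor ex450/em510.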
15-hLO inh = 15-hLO (ALOX15) enzyme inhibition; purified 15hLO-1, xylenol orange hydroperoxide absorbance; Potency, µM (doses to about 57.1 µM), inactives show at the top dose activity change, negative = inhibition, most hits filed as inhibitors; 74,000 compounds, 1.4% hits; further: potency means the concentration at half of the fitted maximal effect; on the % scale 0 is the no-effect control and ±100 the full control effect; nearly all actives have a fitted effect of over 55% in size
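Inhibition is scored from a chromogenic endpoint. After 15 min enzyme-compound contact, arachidonic acid (50 uM final) reacts 6 min with 40 nM 15hLO-1 at room temperature, then Fe-XO reagent is added for 30 min and absorbance ratio recorded.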
HADH2 inhib = inhibitors of human HADH2 dehydrogenase | Q99714 | recombinant HADH2, NADH fluorescence, beta-hydroxybutyryl-CoA | Potency, µM (series often up to 57.1 µM), inactives show top-dose activity change, negative = inhibition, most hits filed as inhibitors | 73,000 compounds, 3.4% hits; further: potency means the concentration at half of the fitted maximal effect; on the % scale 0 is the no-effect control and ±100 the full control effect; nearly all actives have a fitted effect of over 60% in size; many of its hits are not listed in these tables
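NADH fluorescence (ex 360/em 450 nm) read every 30 s for 4 min; activity taken as last-minus-first time point difference. Enzyme 20 nM, NAD+ 1 mM, beta-hydroxybutyryl-CoA 90 uM, pH 9.0 Tris buffer.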
Rhodamine fluor = compound autofluorescence in rhodamine spectral region | AID 594 | max dye-equivalent concentration, M | 59,000 compounds, 0.05% hits | Rhodamine-region fluorescence, 547/598 nm, Tris buffer; hits give high values; in the data active means max dye-equivalent concentration above about 11 nM; inconclusive means between about 1.1 nM and that limit
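Steps: pin-transfer compounds into pH 8.0 Tris (100 mM), hold 15 min at room temperature, image with a 547/598 nm filter pair, and convert intensities to rhodamine-equivalent concentration using a six-point on-plate rhodamine series.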
BRCT PPI red = BRCT-phosphoprotein interaction inhibition (red fluorophore) | P38398 | BRCT-phosphopeptide binding, red fluorescence polarization | Potency, µM (top dose mostly 76.9 µM), inactives show top-dose activity change, negative = inhibition, actives largely listed as inhibitors | 75,000 compounds, 0.03% hits | AID 892; further: on the % scale 0 is the no-effect control and ±100 the full control effect
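Rhodamine-labelled pBACH1 10-mer (100 nM) bound to BRCT domain (100 nM) at pH 7.3; compounds incubated 12 min room temperature, polarization read. Free peptide defines full inhibition; unlabelled decapeptide titrated as control.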
Caspase-7 inhib = caspase-7 (human) inhibition, allosteric or competitive | AID 889 | P55210 | recombinant caspase-7, Ac-DEVD-AFC fluorescence rate | 75,000 compounds, 0.02% hits | Potency, µM (doses to about 57.5 µM), for the others: top-dose activity change, negative = inhibition, hits mostly inhibitors; active means well fitted inhibition curve with a large enough effect in the main read-out, with a control signal flat, not every such curve was filed as active; inconclusive means small, poorly fitted or top-dose-only effect, or a change in a side signal; further: potency means the concentration at half of the fitted maximal effect; % of control where 0% means no effect
Target sequence (P55210 24-198 limits assumed): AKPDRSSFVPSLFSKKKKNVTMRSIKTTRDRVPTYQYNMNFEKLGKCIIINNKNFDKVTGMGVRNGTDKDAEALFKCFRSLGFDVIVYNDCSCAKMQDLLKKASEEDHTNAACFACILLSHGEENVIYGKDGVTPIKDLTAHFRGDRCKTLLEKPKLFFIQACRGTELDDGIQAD
Target sequence (P55210 207-303 limits assumed): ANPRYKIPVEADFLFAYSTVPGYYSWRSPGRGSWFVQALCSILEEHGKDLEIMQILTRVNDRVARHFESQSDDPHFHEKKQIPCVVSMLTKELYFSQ
BRCT inh green = blocks human BRCA1 BRCT binding to phosphopeptide, green readout | Potency, µM (highest dose often 76.9 µM), for the others: at the highest dose activity change, negative = inhibition, hits mostly inhibitors | P38398 | AID 875 | BRCA1 BRCT-phosphopeptide binding, green fluorescence polarization | 75,000 compounds, 0.05% hits;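 further: potency means the concentration at half of the fitted maximal effect; plate controls were peptide without protein for full effect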
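Fluorescence polarization: His-tagged BRCT (~35 kDa BRCA1 C-terminus, 250 nM) bound to 100 nM fluorescein-labeled phosphorylated 10-aa BACH1 peptide, pH 7.3 phosphate buffer with DTT and Tween 20. Compounds incubated 12 min at room temperature; inhibition read as lowered polarization.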
HEK293 cAMP ctrl = parental HEK293 cAMP activation (counter-screen) | parental HEK293 CNG cAMP sensor, membrane potential fluorescence | Potency, µM (top dose mostly 57.1 µM), inactives show top-dose activation, hits mostly activators | 73,000 compounds, 2.5% hits; further: potency means the concentration at half of the fitted maximal effect; % of control where 0% means no effect; nearly all actives have a fitted effect of over 55% in size
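Parental HEK 293 cells stably expressing a modified CNG channel (no TSHR) report cAMP rise as membrane depolarization. Membrane potential dye with 100 uM RO 20-1724 was loaded for 60 min at room temperature, then compound added for 30 min; fluorescence read at 590 nm.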
Casp1 inh = allosteric or competitive inhibitors of human caspase-1. P29466. Potency, µM (series often up to 57.5 µM), without a hit: at the highest dose activity change, negative = inhibition, hits mostly inhibitors. Caspase-1 enzyme, Ac-WEHD-AFC fluorogenic rate. AID 900. 75,000 compounds, 0.03% hits;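 further: potency means the concentration at half of the fitted maximal effect; plate controls were vehicle for no effect and no substrate for full effect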
USP2a inh = USP2a (human) protease inhibition. AID 927. USP2a enzymatic assay, qHTS inhibition. O75604. Potency, µM (top dose mostly 38.3 µM), without a hit: at the highest dose activity change, negative = inhibition, actives largely listed as inhibitors. 60,000 compounds, 0.1% hits;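 further: potency means the concentration at half of the fitted maximal effect; nearly all actives have a fitted effect of over 60% in size; plate controls were DMSO for no effect and NEM full inhibition control for full effect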
Target sequence (O75604 whole entry, looked up): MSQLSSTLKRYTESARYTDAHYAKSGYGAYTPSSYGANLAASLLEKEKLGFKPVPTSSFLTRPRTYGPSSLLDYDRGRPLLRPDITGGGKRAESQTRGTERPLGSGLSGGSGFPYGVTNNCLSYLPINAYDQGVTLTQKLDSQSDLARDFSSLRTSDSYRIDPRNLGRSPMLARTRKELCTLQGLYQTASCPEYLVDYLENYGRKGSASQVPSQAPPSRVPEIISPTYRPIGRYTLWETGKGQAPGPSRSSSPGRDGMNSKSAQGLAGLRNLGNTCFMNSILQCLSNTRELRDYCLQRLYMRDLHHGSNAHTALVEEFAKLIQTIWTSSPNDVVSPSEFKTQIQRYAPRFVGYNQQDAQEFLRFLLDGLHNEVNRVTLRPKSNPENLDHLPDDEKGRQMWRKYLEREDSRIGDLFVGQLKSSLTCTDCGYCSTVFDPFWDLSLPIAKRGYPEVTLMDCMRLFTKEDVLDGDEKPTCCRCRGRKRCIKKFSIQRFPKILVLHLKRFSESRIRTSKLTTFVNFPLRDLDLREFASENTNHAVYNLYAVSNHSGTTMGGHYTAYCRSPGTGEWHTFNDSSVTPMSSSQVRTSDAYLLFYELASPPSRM
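USP2 core (20 nM final) was preincubated with compound for 30 min at RT in 20 mM Tris-HCl pH 8.0, 2 mM CaCl2, 2 mM beta-mercaptoethanol; Ub-PLA2 (20 nM) plus NBD C6-HPC (20 uM) then added, fluorescence read after 2.5 h.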
* marks the source's active call; other numbers are inactive results; i = inactive; ? = inconclusive; · = no result given; [ ] = dose if it differs, or a comment. Unless noted, the call rests on the fitted dose curve; in most records, active means well fitted curve in the direction sought with a large enough effect; inconclusive means small, poorly fitted or top-dose-only effect, or another doubt; inactive means no such curve, though single readings can be large; an effect the other way counts as inactive or inconclusive. This is a subset; rates above refer to the full screens.

SMILES	Pol III holo inh	Tau filament bind	15-hLO inh	HADH2 inhib	Rhodamine fluor	BRCT PPI red	Caspase-7 inhib	BRCT inh green	HEK293 cAMP ctrl	Casp1 inh	USP2a inh
CCOc1ccc(-c2nnc(SCC(=O)N3CCOCC3)o2)cc1	1%	-4%	4%	4%	i	-0.4%	0%	-3.2%	0%	2%	4%
COC(=O)c1[nH]c2ccc(C)cc2c1NC(=O)CN1CCC(C)CC1	0%	-17%	-2%	-16%	i	-0.9%	0%	-1.5%	22%	0%	23%
CCOC(=O)C(Cc1ccccc1)NC(=O)Cn1nnc(-c2ccccc2)n1 (stereo not drawn)	-7%	5%	2%	3%	i	-0.6%	0%	-2.9%	3%	1%	-14%
COC(=O)C1=C(C)NC(=O)C1(Nc1nccs1)C(F)(F)F (stereo not drawn)	-6%	-21%	-16%	-17%	i	1.0%	-2%	-4.1%	27%	0%	-27%
CCOC(=O)c1ccc(NC(=O)c2nn(CC)cc2Br)cc1	1%	20%	-2%	3%	i	-1.0%	0%	-1.0%	3%	-4%	7%
CC(=O)CC(=O)Nc1ccc2ccccc2c1	-8%[11.4 µM]	9%[11.4 µM]	7%[11.4 µM]	12%[11.4 µM]	i	-0.2%[15.4 µM]	0%[11.5 µM]	-0.4%[15.4 µM]	7%[11.4 µM]	-1%[11.5 µM]	·
COc1ccc(-n2c(SCC(=O)Nc3nccs3)nc3sc4c(c3c2=O)CCN(C)C4)cc1	1%	11%	-13%	6%	i	-0.5%	0%	-0.7%	9%	0%	5%
COc1ccc(Cc2nn3c(-c4cc(OC)c(OC)c(OC)c4)nnc3s2)cc1	-2%	58%	-3%	7.9µM*	i	1.2%	-2%	5.3%	0%	0%	42%[activator]
O=C(NCc1ccc2c(c1)OCO2)c1ccc(-c2ccc(Cl)cc2)o1	1%	78%	-27%	?	i	-0.5%	-4%	3.1%	?	-2%	-12%
COc1cccc(-c2nc(CS(=O)(=O)CC(=O)NCc3ccccc3)c(C)o2)c1	0%	18%	-5%	22%	·	-0.1%	-3%	-1.4%	?	-2%	·

Filtered by structure: the entries above containing four or more nitrogen atoms (3)
SMILES	Pol III holo inh	Tau filament bind	15-hLO inh	HADH2 inhib	Rhodamine fluor	BRCT PPI red	Caspase-7 inhib	BRCT inh green	HEK293 cAMP ctrl	Casp1 inh	USP2a inh
CCOC(=O)C(Cc1ccccc1)NC(=O)Cn1nnc(-c2ccccc2)n1 (stereo not drawn)	-7%	5%	2%	3%	i	-0.6%	0%	-2.9%	3%	1%	-14%
COc1ccc(-n2c(SCC(=O)Nc3nccs3)nc3sc4c(c3c2=O)CCN(C)C4)cc1	1%	11%	-13%	6%	i	-0.5%	0%	-0.7%	9%	0%	5%
COc1ccc(Cc2nn3c(-c4cc(OC)c(OC)c(OC)c4)nnc3s2)cc1	-2%	58%	-3%	7.9µM*	i	1.2%	-2%	5.3%	0%	0%	42%[activator]

Continuation:
SMILES	Pol III holo inh	Tau filament bind	15-hLO inh	HADH2 inhib	Rhodamine fluor	BRCT PPI red	Caspase-7 inhib	BRCT inh green	HEK293 cAMP ctrl	Casp1 inh	USP2a inh
CCCCc1nc2ccccc2c(NC(=O)CN2CCN(C)CC2)c1CCC	2%	4%	16µM*	-1%	i	-2.2%	0%	-2.8%	11%	-1%	?
COc1ccccc1CNC(=O)CCN1C(=O)COc2ccccc21	-5%	-1%	2%	1%	i	1.4%	0%	-1.3%	-2%	-3%	6%
COc1ccc(OC)c(CN2CCCC(C(=O)N3CCCCC3)C2)c1 (stereo not drawn)	-1%	2%	0%	3%	i	0.8%	-1%	-1.3%	?	0%	1%
O=C(O)c1oc(C(=O)O)c(C(=O)O)c1C(=O)O	3%[11.4 µM]	2%[11.4 µM]	4%[11.4 µM]	8%[11.4 µM]	i	-2.8%[15.4 µM]	1%[11.5 µM]	-1.8%[15.4 µM]	7%[11.4 µM]	-1%[11.5 µM]	·
CC(=O)N1CCc2cc(S(=O)(=O)NC(C(=O)Nc3ccc4c(c3)OCCO4)C(C)C)ccc21 (stereo not drawn)	-11%	12%	0%	7%	i	1.8%	0%	1.4%	8%	2%	5%
CC(n1cnnn1)C12CC3CC(CC(C3)C1)C2 (stereo not drawn)	-2%	-5%	-6%	0%	i	-0.2%	0%	-0.5%	10%	-2%	4%
O=C(NCCN1CCOCC1)c1csc2c1CCCCC2	-6%	2%	6%	11%	i	-0.6%	1%	-0.3%	4%	1%	0%
CC1CCN(S(=O)(=O)c2cccc(C(=O)Nc3ccccn3)c2)CC1	-2%	-5%	-6%	0%	·	-2.2%	-1%	-1.9%	14%	-2%	14%
Cc1ccc(OCCNC(=O)c2ccco2)cc1C	-5%	0%	-4%	2%	·	0.1%	1%	-1.2%	9%	-2%	8%
CCOC(=O)c1ccc(N2C(=O)C3C(C2=O)C(C(=O)c2ccc(Cl)cc2)N2CCCC32)cc1 (stereo not drawn)	0%	9%	-19%	-9%	i	-1.4%	-12%	14%	5%	-13%	46%[activator]
CCN1C(=O)c2cccc3c(N)ccc1c23	-13%	25µM*	-17%	-7%	·	-3.0%	-3%	-1.3%	-1%	-8%	·
CC(NC(=O)Nc1ccc2c(c1)OCO2)C1CCCO1 (stereo not drawn)	-4%	-1%	-7%	-6%	i	-0.1%	-1%	-2.8%	9%	0%	-6%
O=C(NC(O)C(=O)c1cccs1)c1cccnc1 (stereo not drawn)	4%	-3%	12%	-7%	i	-0.9%	-1%	0.4%	1%	-3%	-2%
O=c1c(-c2ccccc2)c(O)nc2ccccn12	2%	-9%	8%	-6%	i	0.0%	-6%	-2.4%	1%	-6%	3%
O=C(CC1CCCC1)Nc1nc2ccccc2[nH]1	5%	2%	22%	13%	i	0.7%	-3%	-1.1%	1%	1%	-1%
CC(C)(C)N1CC(COc2ccccc2)OC1=O (stereo not drawn)	-1%	-1%	8%	-3%	i	-0.1%	0%	-0.3%	12%	-1%	6%
CCOC(=O)N1CCC(NC(=O)c2cccc3c2C(=O)N(Cc2cccnc2)C3)CC1	-3%	-3%	3%	9%	i	0.5%	0%	-0.8%	4%	0%	14%
CN1CCN(C(=O)c2ccc3c(c2)N(Cc2cccc(Cl)c2)C(=O)c2ccccc2S3=O)CC1 (stereo not drawn)	5%	-10%	3%	2%	·	0.5%	1%	1.2%	-3%	-13%	·
COc1cccc(C(=O)N2CCN(CCCc3ccccc3)CC2)c1OC	-3%	-2%	4%	6%	i	0.9%	0%	-4.2%	6%	0%	4%
CCN(CC(=O)Nc1ccc(OC)c(OC)c1)S(=O)(=O)c1ccc(C)cc1	-3%	-9%	-8%	24%	i	0.1%	0%	-1.3%	-4%	-3%	-5%
O=C(CN1CCN(c2ccccn2)CC1)NC(=O)NC1CCCCC1	-5%	-3%	8%	10%	i	-0.9%	-4%	-6.2%	-3%	0%	10%
COC(=O)[C@@]1(Cc2ccccc2)[C@H]2c3cc(C(=O)N(C)C)n(Cc4ccccc4)c3C[C@H]2CN1C(=O)c1ccccc1	-3%	41%	·	1%	·	-0.3%	-8%	-0.4%	2.5µM*	-6%	·
CCCCN(C(=O)c1c(C)[nH]c(C(=O)OCC)c1C)c1ccccc1	0%	-2%	-13%	5%	i	-1.1%	-1%	-0.1%	17%	-5%	19%
Cc1cccc(-n2c(SCC(=O)NCc3ccco3)nc3ccccc3c2=O)c1	1%	11%	0%	13%	i	-1.3%	0%	-1.7%	?	-4%	5%
COc1ccc(C(CC(=O)NC(C)(C)C)n2cccc2)cc1 (stereo not drawn)	-3%	3%	-5%	6%	i	0.6%	3%	0.2%	10%	2%	-1%
C=CCn1c(COc2cccc3ccc(C)nc23)nnc1SCC(N)=O	0%	5%	7%	-23%	i	0.0%	-1%	1.2%	9%	-1%	-4%
CCC(C)[C@H](NC(=O)NCc1ccccc1Cl)C(=O)OC (stereo partly drawn)	2%	-8%	12%	3%	i	-1.4%	0%	0.9%	18%	-1%	0%
O=C(CSc1nc2sc3c(c2c(=O)n1Cc1ccco1)CCC3)N1CCc2ccccc21	2%	30%	-13%	-10%	i	-0.7%	-2%	-7.7%	15%	-1%	20%
O=C(Oc1ccc(-n2cnnn2)cc1)c1ccco1	-2%	0%	6%	-21%	i	-0.3%	0%	-1.7%	8%	1%	-1%
Cc1onc(-c2ccccc2Cl)c1C(=O)OCC(=O)N1CCCc2ccccc21	2%	-13%	20µM*	6%	i	-0.8%	-4%	2.0%	24%	-4%	16%
COc1ccc(CCn2c(SCC(=O)Nc3cc(C)on3)nc3ccsc3c2=O)cc1OC	-8%	i	-14%	2%	i	-2.2%	0%	-1.1%	?	-2%	7%
